High-throughput results as filed in PubChem BioAssay.
ELG1 genotoxic: inducers of genotoxicity in HEK293T ELG1-luciferase cells; AID 504466; HEK293T ELG1-luciferase reporter, luminescence, 16 h; 330,000 tested, 1.3% active; Potency, µM (titrated, usually from 46 µM), for inactives: top-dose activity change, positive = activation, actives largely listed as activators; note: potency is the fitted concentration of half-maximal effect; % of control where 0% means no effect; nearly all actives have a fitted effect of over 60% in size
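HEK293T cells expressing luciferase-tagged ELG1 were treated with compound or DMSO for 16 hr at 37°C. Luciferase activity was then read after 30 min with ONE-Glo at room temperature; rising signal flags genetic stress.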
Eya2 inh: inhibitors of human Eya2 phosphatase activity; Potency, µM (titrated, usually from 76.9 µM), without a hit: top-dose activity, negative = inhibition, hits mostly inhibitors; 330,000 tested, 0.006% active; O00167; recombinant Eya2, OMFP fluorescence dephosphorylation (OMFP is methylfluorescein phosphate); AID 488837; note: potency is the fitted concentration of half-maximal effect; % is set by controls: 0 for no effect and ±100 for the full control effect
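Eya2 protein (added as 0.2 uM solution) was preincubated with compound for 10 min at ambient temperature in 50 mM HEPES pH 7.5, 50 mM NaCl, 5 uM MgCl2, 0.05% BSA, 1 mM DTT. OMFP (added at 50 uM) then reacted 10 min; fluorescence read at 485/525 nm.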
ASM inhibitor: inhibitors of human secretory acid sphingomyelinase; P17405; placental ASM, HMU-PC fluorogenic substrate, 60 min; Potency, µM (series often up to 57.5 µM), for inactives: top-dose activity change, negative = inhibition, usual class: inhibitors; 340,000 tested, 0.006% active; note: potency is the fitted concentration of half-maximal effect
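HMU-PC0 cleavage (9 uM final) by human placental ASM, 60 min at 37 °C following 10 min compound exposure at RT; stopped at pH 10, fluorescence Ex 386/Em 447 nm.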
p53 reactivation: restores transcriptional activity of mutant p53 | H1299 p53-A138V BP100-luciferase reporter, luminescence, 24 h | Potency, µM (series often up to 92.2 µM), for inactives: at the top dose activity change, positive = activation, hits mostly activators | 320,000 tested, 0.063% active; note: potency is the fitted concentration of half-maximal effect; % of control where 0% means no effect; nearly all actives have a fitted effect of over 45% in size
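p53-null H1299 cells stably carrying temperature-sensitive p53-A138V and a BP100-luciferase reporter were pinned with compounds (4-point, 1:5 series) and held 24 hrs at 37 deg C. Luminescence was read 10 min after detection reagent.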
BRCA1 expr act: increases BRCA1 expression. 380,000 tested, 1.1% active. AID 624202. Potency, µM (series often up to 46.1 µM), for the others: at the top dose activation, most hits filed as activators. MCF7-BRCA1-FFLuc reporter, luminescence, 48 h; response scale: scaled: vehicle 0%, 10 µM genistein 100%; note: potency is the fitted concentration of half-maximal effect; nearly all actives have a fitted effect of over 80% in size; some results filed as inactive show a strong effect at the top dose
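Reporter cells (MCF7, BRCA1 promoter-firefly luciferase) received library compounds across a concentration series for 48 h. End-point luminescence was measured and concentration-effect curves derived after normalization.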
USP2a inh: USP2a (human) protease inhibition; Potency, µM (series often up to 38.3 µM), inactives show at the top dose activity change, negative = inhibition, hits mostly inhibitors; 330,000 tested, 0.01% active; AID 463254; USP2 core, Ub-CHOP2 coupled fluorogenic reporter, 485/531; O75604;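 note: potency is the fitted concentration of half-maximal effect; plate controls were DMSO wells for no effect and full inhibition by NEM control for full effect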
Target sequence (O75604 whole entry, looked up): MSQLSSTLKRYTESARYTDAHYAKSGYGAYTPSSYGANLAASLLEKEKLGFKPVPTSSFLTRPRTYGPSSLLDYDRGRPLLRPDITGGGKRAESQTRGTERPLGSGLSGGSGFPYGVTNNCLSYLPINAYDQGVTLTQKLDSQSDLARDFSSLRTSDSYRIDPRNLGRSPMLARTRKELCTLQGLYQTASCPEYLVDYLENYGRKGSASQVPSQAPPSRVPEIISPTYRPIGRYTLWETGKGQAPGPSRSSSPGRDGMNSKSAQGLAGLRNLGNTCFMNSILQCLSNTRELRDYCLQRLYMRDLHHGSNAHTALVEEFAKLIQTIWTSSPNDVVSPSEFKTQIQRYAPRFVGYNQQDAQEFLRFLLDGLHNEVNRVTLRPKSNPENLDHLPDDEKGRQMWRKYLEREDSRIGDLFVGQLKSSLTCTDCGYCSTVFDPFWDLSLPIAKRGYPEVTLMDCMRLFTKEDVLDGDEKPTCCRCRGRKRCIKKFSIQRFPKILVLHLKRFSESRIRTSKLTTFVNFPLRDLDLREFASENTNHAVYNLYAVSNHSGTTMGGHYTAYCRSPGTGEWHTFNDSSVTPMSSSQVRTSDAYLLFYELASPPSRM
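Deubiquitinase activity read as fluorescence (485/531 nm) after Ub-CHOP2 cleavage activates the enterokinase reporter on its substrate; USP2 core 10nM, Ub-CHOP2 and substrate 25nM each, 30min compound preincubation then 60min RT; data normalized to NEM, curves fitted.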
uPA generation: cell surface uPA generation inhibition; cell surface uPA generation assay, qHTS; Potency, µM (highest dose often 38.3 µM), inactives show at the highest dose activity change, negative = inhibition, usual class: inhibitors; 330,000 tested, 0.31% active; AID 540303; active = well fitted inhibition curve with a large enough effect; inconclusive = small, poorly fitted or top-dose-only effect; inactive = no such curve, though single readings can be large or run the other way; tested in mouse RAW 264.7 cells; note: potency is the fitted concentration of half-maximal effect; % is set by controls: 0 for no effect and ±100 for the full control effect; nearly all actives have a fitted effect of over 55% in size
TSG101-PTAP inh: blocks PTAP/TSG101 interaction to inhibit HIV-1 budding; Potency, µM (highest dose often 115 µM), for inactives: at the top dose activity change, negative = inhibition, hits mostly inhibitors; 340,000 tested, under 10 active; Q99816; Fluorescence polarization, FITC-PTAP peptide / Tsg101 binding; active = well fitted inhibition curve with a large enough effect in the main read-out, with a control signal flat, not every such curve was filed as active; inconclusive = small, poorly fitted or top-dose-only effect, or effect the other way, or a change in a side signal; inactive = no such curve, though single readings can be large or run the other way; note: potency is the fitted concentration of half-maximal effect; % of control where 0% means no effect
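Fluorescence anisotropy tracks displacement of a FITC-tagged PTAP peptide (50 nM) from the Tsg101 binding domain (10 uM), following a 20 min room-temperature incubation at pH 7.5.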
TRPV1 ag: agonists of human vanilloid receptor 1 (TRPV1); TRPV1-expressing cells, Fluo-8 calcium influx, agonist mode; activation, % at 8.33 µM; 320,000 tested, 0.19% active; in the data active = activation above about 80%; inconclusive = between about 30% and that limit; note: 0% is about no effect
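Fluo-8 calcium influx in TRPV1-expressing cells, kinetic read (ex 480/em 520 nm). Compound added and read 3 min for agonist activity, followed by capsaicin at EC20 final and 2 min further read for enhancement.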
B2AR arrestin: agonists driving beta-arrestin recruitment to human beta2-adrenergic receptor | beta-arrestin recruitment to beta2AR, cell-based reporter | 330,000 tested, 0.02% active | AID 492947 | P07550 | Potency, µM (highest dose often 46.1 µM), inactives show top-dose activation, hits mostly activators;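 note: potency is the fitted concentration of half-maximal effect; 0% = DMSO controls and full agonism = EC100 isoproterenol or metaproterenol; nearly all actives have a fitted effect of over 65% in size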
Target sequence (P07550 whole entry, looked up): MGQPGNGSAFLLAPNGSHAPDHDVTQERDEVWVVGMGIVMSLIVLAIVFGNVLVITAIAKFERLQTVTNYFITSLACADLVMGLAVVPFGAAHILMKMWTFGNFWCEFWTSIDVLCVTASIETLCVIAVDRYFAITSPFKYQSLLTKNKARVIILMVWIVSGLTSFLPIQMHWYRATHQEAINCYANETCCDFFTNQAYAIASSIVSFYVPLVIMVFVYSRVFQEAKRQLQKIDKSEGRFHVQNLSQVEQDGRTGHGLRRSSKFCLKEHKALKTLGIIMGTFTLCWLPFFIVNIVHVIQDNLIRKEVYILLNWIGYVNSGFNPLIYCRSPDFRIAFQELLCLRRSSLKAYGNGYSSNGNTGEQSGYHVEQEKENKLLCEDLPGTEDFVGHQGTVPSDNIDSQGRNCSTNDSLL
a7 integrin act: activators of alpha7 integrin expression for muscular dystrophy. alpha7betagal myoblasts, beta-gal FDG fluorescence, 48 h. 350,000 tested, 0.064% active. Potency, µM (highest dose often 38.3 µM), without a hit: at the top dose activation, most hits filed as activators;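 note: potency is the fitted concentration of half-maximal effect; 100% = response of the positive control SU9516; nearly all actives have a fitted effect of over 60% in size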
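Alpha7betagal+/- myoblasts (passage 13) were plated 16-24 hr, then exposed to compounds (1:260 dilution of DMSO stock) for 48 hours at 37C. After MPER lysis, β-galactosidase reporter activity was read as FDG fluorescence (ex 480/em 540) after 30 minutes.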
* hit, by the source's call; ? = inconclusive; / = not tested or not shown; & = joins results of further samples; [ ] = dose if it differs, or a comment. Unless noted, calls come from the whole dose curve; as a rule, active = well fitted curve in the direction sought with a large enough effect; inconclusive = small, poorly fitted or top-dose-only effect, or another doubt; inactive = no such curve, though single readings can be large; an effect the other way counts as inactive or inconclusive.

Second line of a record – USP2a inh	p53 reactivation	Eya2 inh	uPA generation	TRPV1 ag	a7 integrin act	TSG101-PTAP inh	BRCA1 expr act	ASM inhibitor	B2AR arrestin	ELG1 genotoxic
1. CCN1/C(=C/c2ccc3ccccc3[n+]2CCCS(=O)(=O)[O-])C=Cc2cc(C)ccc21
 : -1%	-3%	0%	-6%	11	0%	-2%	-1%	-2%	-0.2%	-6%
2. COC(=O)CCCNS(=O)(=O)c1ccc2ccccc2c1
 : 2%	0%	-18%	0%	-1	6%	0%	16%	1%	-1.0%	5%
3. CCn1c(=O)cc(OCC(=O)N2CCN(c3ccc(F)cc3)CC2)c2ccccc21
 : -14%	6%	-11%	-2%	2	-9%	9%	-25%&-33%	-3%	0.0%	-13%
4. CC(C)OC(=O)c1cc2ccccc2[nH]1
 : 2%	?	1%	-7%	14	-11%[7.66 µM]	-8%	-1%	-4%	-0.6%	8%
5. O=C(Nc1ccon1)c1cccc(C(F)(F)F)c1
 : 2%	-2%	-8%	/	0	0%	-8%	7%	-1%	-0.9%	3%
6. C/C(=N\NC(N)=S)c1cc(-c2ccccc2)c(-c2ccccc2)s1
 : 4%	/	3%	-4%	7	0%	-2%	-32%	-1%	6.0%	-4%
7. Cc1cc(C)cc(NC(=O)Cc2ccc(-n3cccc3)cc2)c1
 : 5%	3%	-4%	6%	?	3%	-1%	-26%	3%	-0.6%	1%
8. CCCC(=O)Nc1ccc(S(=O)(=O)Nc2nccs2)cc1
 : /	/	/	7%	/	-21%	-6%	5%	1%	/	/
9. COc1ccc(C(=O)Nc2ccc3c(c2)Cc2ccccc2-3)cc1
 : 1%	1%	5%	-5%	18	32%	2%	11%	2%	-3.5%	2%
10. COc1ccc(CCNC(=O)COc2ccc(S(=O)(=O)NC3CCCCC3)cc2Cl)cc1
 : 5%	-3%	-9%	?	1	9%	-7%	-34%	31%[activator]	0.0%	-13%
11. CC(C)NCC#CCOc1ccc(Cl)cc1
 : 1%	-4%	-3%	-18%	-1	-54%[inhibitor]	-10%	5%	0%	0.2%	-9%
12. N/C(=N\OC(=O)Oc1ccccc1)c1ccc(Br)cc1
 : 5%	1%	2%	-5%	-2	-20%	-9%	3%	6%	-0.6%	1%
13. COc1ccc(/C(O)=C2/C(=O)C(=O)N(CCN(C)C)C2c2ccc(F)cc2)cc1Cl (centres undefined)
 : -1%	-6%	4%	1%	-3	?	-5%	0%	5%	-0.6%	4%
14. C/C(=N\NS(=O)(=O)c1ccc([N+](=O)[O-])cc1)c1cccs1
 : -1%	4%	4%	-6%	-8	8%	1%	4%	3%	-0.8%	-1%
15. CC(=O)c1ccccc1NC(=O)CSc1n[nH]c(=O)n1C1CC1
 : 0%	0%	7%	2%	/	-47%	-8%	1%	1%	-0.3%	2%
16. Cc1ccc(NCc2nc3ccccc3n2C)cc1C
 : 0%	?	10%	-2%	7	-19%	-2%	7.9µM*	-1%	-0.4%	?
17. Cc1cccc(C)c1NC(=O)CN1C(=O)C2CC=CCC2C1=O (centres undefined)
 : -1%	2%	-1%	-5%	3	-10%	0%	-17%	7%	4.9%	3%
18. Cc1ccc(S(=O)(=O)NCC(=O)N2CCN(S(=O)(=O)c3ccc(Cl)cc3)CC2)cc1C
 : 0%	1%	-9%	3%	3	26%	-1%	-15%	-5%	-0.2%	-11%
19. COc1ccc(Cl)cc1S(=O)(=O)N1CCCC(C(=O)NCc2ccccn2)C1 (centres undefined)
 : 3%	-2%	-4%	-7%	-2	11%	-6%	-5%	-4%	0.4%	1%
20. CCCCCn1c(SCC(=O)c2ccccc2)nc2cc(C(=O)NCc3ccco3)ccc2c1=O
 : -1%	0%	10%	/	-1	5%	0%	-1%	-1%	-0.3%	0%
21. Cc1ccn(CC(=O)O)c(=O)c1
 : 3%	-3%	0%	/	-3	?	-1%	2%	5%	0.3%	3%
22. CSCCC(N=C1NS(=O)(=O)c2ccccc21)C(=O)N1CCCC(C(N)=O)C1 (centres undefined)
 : 2%	2%	-9%	15%	-2	3%	-2%	-13%	4%	-0.2%	1%
23. CN(CC1CCCN(CCc2ccc(Cl)cc2)C1)C(=O)C(=O)c1ccco1 (centres undefined)
 : -3%	0%	13%	1%	0	2%	-4%	10%	1%	-0.2%	-8%
24. CCC1CCC(N2CCN(c3ccc([N+](=O)[O-])cc3)CC2)CC1 (centres undefined)
 : -3%	-6%	5%	-4%	-10	5%	-2%	-22%	-6%	-0.3%	-3%
25. CC(=O)c1ccccc1NS(=O)(=O)c1c(C)nn(-c2ccccc2)c1C
 : 0%	12%	3%	/	-9	-7%	0%	-44%	3%	-0.1%	-1%
26. CC(C)(C)c1ccc(S(=O)(=O)NCc2ccc(C(=O)N3CCCC3)cc2)cc1
 : 5%	-6%	8%	/	4	-17%	1%	-41%	0%	-0.5%	1%
27. Cc1ccc(-c2nc3ncccc3o2)cc1NC(=O)c1ccccc1
 : 0%	-4%	-30%	-1%	-8	2%	0%	0%	-1%	-0.4%	-4%
28. COc1ccccc1NC(=O)CCNS(=O)(=O)c1ccc2c(c1)CC(C)N2C(=O)C1CC1 (centres undefined)
 : 4%	4%	2%	0%	-1	-15%	3%	-3%	-2%	-0.2%	0%[9.26 µM]
29. C=CCOC(=O)C1=C(C)OC(N)=C(C#N)C1c1ccco1 (centres undefined)
 : 3%	-2%	1%	-2%	-3	-4%	-2%	13%	-1%	3.9%	0%
30. O=C(CSc1nc2c(c(C(F)(F)F)n1)CCc1ccccc1-2)NCc1ccc(F)cc1
 : 3%	-1%	8%	4%	?	22%	0%	1%	0%	0.0%	5%
31. COc1ccc(-c2cc(-c3nc4ccccn4c3NCc3ccccc3)ccc2OC)cc1
 : 3%	-9%	8%	5.6µM*	/	-34%[inhibitor]	-7%	-82%	265%[activator]	-3.7%	-8%
32. CN(C(=O)COC(=O)c1n[nH]c2ccccc12)c1ccccc1
 : 8%	7%	7%	1%	2	-2%	-3%	102%	-2%	0.1%	9%
33. Cn1nnnc1SCc1csc(Nc2ccccc2)n1
 : 2%	?	-1%	7%	0	-7%	0%	13µM*	-1%	-0.5%	?
34. O=C(CSC1=NCCN1)Nc1ccccc1[N+](=O)[O-]
 : -2%	21%	-3%	2%	0	-8%	0%	-17%	-4%	0.5%	-10%
35. Cn1c(N)c(C(=O)COC(=O)c2ccc(F)cc2Cl)c(=O)n(C)c1=O
 : 0%	3%	0%	11%	/	25%	-4%	0%	1%	-0.1%	-1%
36. COc1ccc(C(CNC(=O)C(C)(C)Oc2ccc(Cl)cc2)N2CCCC2)cc1 (centres undefined)
 : -5%	5%	-3%	?	16	21%	-12%	-8%	-2%	-0.5%	-1%
37. Cc1nc2ccc(C(=O)OCc3nnc(-c4ccc(Br)cc4)o3)cc2nc1C
 : -6%	-3%	?	0%	11	0%	-2%	0%	5%	0.2%	-12%
38. Cc1ccc(SCCNC(=O)C(CO)(CO)CO)cc1
 : 0%	1%	5%	7%	-5	-6%	-11%	11%	3%	0.2%	4%
39. Clc1c(CSc2nc3ccccc3o2)nc2sccn12
 : -2%	?	2%	/	-3	1%	-6%	?	-2%	0.0%	5.8µM*
40. Cc1ccccc1S(=O)c1ccccc1C(=O)O (centres undefined)
 : 15%	1%	3%	6%	-3	7%	-1%	-10%	2%	0.4%	-3%
41. Cc1[nH]c(=O)[nH]c(=O)c1S(=O)(=O)Nc1ccc(F)c([N+](=O)[O-])c1
 : 2%	5%	4%	9%	5	-26%	-4%	-24%	-2%	-0.5%	0%
42. CN(C)c1cccc(C(=O)NNC(=O)CSc2ccccc2)c1
 : 1%	18%	9%	1%	-1	4%	-4%	13%	5%	-0.7%	8%
43. COC1(OC)N=C(NC(=O)Nc2ccccc2)C2(C#N)C(c3ccccc3)C12C#N (centres undefined)
 : 3%	-15%	8%	10%	-4	-3%	-3%	1%	-7%	-1.8%	-3%
